# mcGAS RapidFire = inhibitors of Mus musculus cyclic GMP-AMP synthase, initial high-throughput assay, cell-free, RapidFire MS; 130,000 tested, 0.18% active; AID 1259397, 2018; recombinant mouse cGAS, cGAMP by RapidFire MS; inhibition, % at 12.5 µM; Q8C6L5;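 active means inhibition of cGAS enzyme activity at or above 60%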;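 further: enzyme stimulated by 45 bp dsDNA with ATP and GTP substrates; cGAMP share of summed cGAMP plus half ATP and half GTP signals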
# Target sequence (Q8C6L5 whole entry, looked up): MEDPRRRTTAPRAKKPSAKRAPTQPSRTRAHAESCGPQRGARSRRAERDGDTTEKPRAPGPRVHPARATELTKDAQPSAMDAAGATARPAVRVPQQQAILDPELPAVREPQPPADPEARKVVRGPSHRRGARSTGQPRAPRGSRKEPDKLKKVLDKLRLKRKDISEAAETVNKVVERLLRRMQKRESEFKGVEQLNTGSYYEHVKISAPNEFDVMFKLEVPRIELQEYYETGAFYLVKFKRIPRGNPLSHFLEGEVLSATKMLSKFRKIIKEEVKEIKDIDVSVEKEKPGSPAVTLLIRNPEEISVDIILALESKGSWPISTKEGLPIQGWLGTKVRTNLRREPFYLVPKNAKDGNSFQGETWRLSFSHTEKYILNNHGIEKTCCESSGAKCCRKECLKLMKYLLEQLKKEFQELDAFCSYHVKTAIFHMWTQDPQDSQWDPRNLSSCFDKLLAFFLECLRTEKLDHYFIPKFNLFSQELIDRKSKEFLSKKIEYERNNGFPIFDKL
# The depositor's hits bear a star; & = joins results of further samples.
SMILES,mcGAS RapidFire
CCc1ccc(-n2nc(C(=O)C(C#N)C(=O)NC)c3c2CCC3)cc1 (stereo unspecified),-5
Fc1ccccc1CC1CCN(Cc2nc(-c3ccccn3)no2)CC1,-2
Cc1cc(C)n(C(=O)C(Cc2ccccc2)N2C(=O)C3CCCCC3C2=O)n1 (stereo unspecified),-1
COc1ccc(C2c3cccn3CCN2C(=O)NCc2ccccc2)cc1OC (stereo unspecified),-6
Cn1cccc1CN(C(=O)NCc1cccc2ccccc12)C1CC1,-4
Cc1nn(C)c(C)c1S(=O)(=O)N1CCCN(c2ccc(C#N)cc2)CC1,7
O=C(NCc1ccccc1CN1CCCC1)C1CCCN(C(=O)C2CC2)C1 (stereo unspecified),4
CCOC(=O)c1c(NC(=O)C2CCC2)sc(C)c1C,0
CC1NC(=S)N(Cc2ccc(-n3ccnc3)nc2)C1=O (stereo unspecified),-9
Cc1cc(S(C)(=O)=O)c(C)c(S(=O)(=O)Nc2cnn(C)c2)c1,-7&27
CC(C)c1cc(C(=O)N2CCCC(C(=O)Nc3cccc(-c4ccc(F)cc4)c3)C2)on1 (stereo unspecified),0
OCCn1c(-c2ccc3c(c2)CCO3)nc2ccccc21,-22
C=C1c2ccccc2C(=O)N1CCC(=O)N(CC)CC(=O)NCc1ccc(Cl)cc1,-8
O=C(c1ccc2nc(C3CC3)oc2c1)N1CCC(N2CCSCC2)CC1,-11
CC(C)n1cnnc1CN(C)c1nc(-c2cccnc2)nc2c1CNC2,-8
CCc1csc(CNC(=O)c2ccc(N(C)Cc3ccon3)nc2)n1,1
COc1cc(-c2ccc(=O)[nH]n2)ccc1OC(F)F,0&12
CCNC(=O)CCN1CC(C)(C)C1(C)C,-3
O=C(Nc1ccc(N2CCCC2)nc1)c1ccc(OC(F)F)cc1,-11
C=CCNC(=O)CN1CCN(c2nc(C)nc3sc4c(c23)CCCC4)CC1,-2
COc1cccc(C(=O)COC(=O)c2[nH]c(C)c(C(C)=O)c2C)c1,1
O=C(NC1CCN(C(=O)C=Cc2cnn(-c3ccccc3)c2)CC1)c1ccccc1,0
O=C1NCC2(CCCN(Cc3ccccc3-c3ccccc3)C2)O1 (stereo unspecified),4
COC(=O)c1ccc(CN2C(=O)C(C)(C)ON=C2c2ccc(NC(C)=O)cc2)o1,-21
Cc1cnc2n(c1=O)C(CC(=O)NC1CC1)CS2 (stereo unspecified),-3
Cc1cc(N2CCCCC2)nc(Nc2ccc(NC(=O)C3CCCCC3)cc2)n1,-10
CC(C)(C)OC(=O)N1CCC(NCCc2ccc(Cl)cc2)C1 (stereo unspecified),-8
Cc1cc(F)ccc1NC(=O)C1CC1(Cl)Cl (stereo unspecified),-1
Cc1cccc(S(=O)(=O)NC(=O)C2(C)CCN2C(=O)c2cc(C)n(C)n2)c1 (stereo unspecified),-12
CCCOc1ccc(C2NC(=S)NC(C)=C2C(=O)OC)cc1 (stereo unspecified),-3
Cc1ccc(NC(=O)CN2CCSC3CCCCC32)cc1S(=O)(=O)N(C)C (stereo unspecified),-3
CC(C)S(=O)(=O)NC(=O)C1(C)CCN1C(=O)Cc1ccsc1 (stereo unspecified),-4
CC(=O)Nc1ccc([C@@H]2C[C@H](NC(C)=O)C[C@H](Cc3ccccc3)O2)cc1,-14
CCOc1ccc(S(=O)(=O)n2nc(C)c(S(=O)(=O)N3CCC(C)CC3)c2C)cc1,-7
COc1ccc(Cl)cc1Cn1c(C)c(C(=O)NCC(C)C)sc1=O,-2
COc1ccc(-n2cc(CNCCN3CCCC(O)C3)c(-c3ccccc3Cl)n2)cc1 (stereo unspecified),-7
O=C(N[C@@H]1CNC[C@H]1O)c1cc(COc2cccc(C(F)(F)F)c2)[nH]n1,-21
CC1(C(=O)NS(=O)(=O)c2ccc(F)cc2F)CCN1C(=O)C1CCCCC1 (stereo unspecified),-5
O=C(c1ccco1)N1c2ncccc2Oc2nc3ccccc3nc21,-5
Cc1c(CC(=O)N2CCOCC2)c2c(n1CCc1ccccc1)CCCC2=O,1
c1ccc(-c2nnc(SCC3CCOCO3)n2-c2ccccc2)cc1 (stereo unspecified),-4
COc1ccc(C(=O)Nc2c3ccccc3nc(=O)n2CCN(C)C)cc1,-35
CC(c1ccc(-c2ccc(CN3CCN(C)CC3)cn2)cc1)N1CCOCC1 (stereo unspecified),-37
COC(=O)CC1(NC(=O)CCC2CCCC2)CCOCC1,-7
O=C(Cn1c(CO)cnc1SCc1ccccc1)NC1CC1,-7
O=C(Cc1ccccc1)Nc1ccnn1C1CCN(Cc2cccn2-c2cccnc2)CC1,-3
CCCc1cc(C(=O)N2CCCC(c3n[nH]c(=O)n3CC)C2)ccn1 (stereo unspecified),-12
Cc1cccc(NC(=O)CN(C)C(C)C(=O)Nc2ccc3c(c2)OCCO3)c1C (stereo unspecified),3
Cc1nc(C)c(CCC(=O)N2CCCN(C)c3nc4ccccc4nc32)c(=O)[nH]1,-9
CCN(CCNC(=O)NCC1CCCC1)C(=O)OC(C)(C)C,-32
Cc1cc(C)n(CCn2ccnc2-c2nc[nH]c2C)n1,-11
CC(C)C(=O)Nc1ccc(SCC(=O)NCC2CCCO2)nn1 (stereo unspecified),6
CCNC(=O)C1(C)CCCN1Cc1ccc(C)cc1 (stereo unspecified),-6
N#CCCN(Cc1ccco1)C(=S)Nc1ccc(Cl)cc1Cl,2
CCc1ccccc1-c1cncc(OC)c1,-5
Cc1ccc(CNC(=O)CN(C)C(=O)c2ccco2)cc1,-12

# Other compounds
SMILES,mcGAS RapidFire
COc1ccc(-n2ccnc2CN2CCN3CCN(C)C(=O)C3C2)cc1 (stereo unspecified),-10
CN(CC(=O)NCC1CC1)Cc1cc(-c2ccco2)on1,4
Cc1ccccc1S(=O)(=O)NC(=O)C1(C)CCN1C(=O)CCc1ccc(Cl)cc1Cl (stereo unspecified),5
O=C(c1ccc(NC2CCSC2)nc1)N1CCC(Cn2cccn2)CC1 (stereo unspecified),6
CC(O)CN(Cc1ccc(Cl)c(Cl)c1)CC(C)O (stereo unspecified),-11
COc1ccc(OC)c(N2CC(C(=O)N3CCOCC3C)CC2=O)c1 (stereo unspecified),-11
FC(F)Oc1ccc(C2=NNC(=NC3CC3)SC2)cc1,8
CN1C[C@@H](N)C[C@H]1C(=O)N1CCOc2c(O)cc(-c3cccnc3)cc2C1,-17
CN(CC1CCOC1)c1nc2ccccc2c(=O)[nH]1 (stereo unspecified),-28
O=C(c1cnc(-c2ccccc2F)s1)N1CCN(CCO)CC1,-3
Cc1ccc(OCCC(=O)OCC(=O)N2CCCC2)cc1,-4
O=S(=O)(CCC1CCCO1)NC1CC1c1cccc(Cl)c1 (stereo unspecified),-46
Cc1cc(NC(=O)c2ccc(S(=O)(=O)N3CCc4ccccc4C3)cc2)no1,-10
CSc1ccccc1C(=O)Nc1c2c(nn1C)CCC2,-6
CCCc1nc2ccccc2n1C(C)C,22
Cn1c(=O)[nH]c(=O)c2c1nc(N1CCOCC1)n2CCSc1nc2ccccc2[nH]1,-9

# The results go on.
structure | mcGAS RapidFire
COCCNC(=O)NC(=O)CSc1nnc(C(F)(F)F)n1C | -8
COc1ccc(-c2nnc(SCC(=O)N/N=C\c3ccccc3OCC(=O)O)n2-c2ccccc2)cc1OC | -5
O=C(O)C1CSC(C2CC=CCC2)N1 (stereo unspecified) | -36
O=S(=O)(Nc1ccccc1Br)c1ccccc1Br | -5
COC1CCCN(c2ccc(-c3nc(C4CC4)no3)cn2)C1 (stereo unspecified) | -2
OCC1(CC2CCCCO2)CCN(Cc2ccc(Cl)cc2)CC1 (stereo unspecified) | -4
O=C(NCCS(=O)(=O)NC1CCCC1)c1ccc(F)cc1 | -9
COc1ccc(S(=O)(=O)Oc2ccc(/C=C3\C(=N)N4N=CSC4=NC3=O)cc2OC)cc1 | 20
COC1(C)CC(NC(=O)N2CCC(n3ccnc3)CC2)C1(C)C (stereo unspecified) | -6
COC(=O)c1cc(Cl)c2c(c1)CC(CNC(=O)c1ccccc1C(F)(F)F)O2 (stereo unspecified) | -3
CCC(=O)C1=C(c2ccc(C(C)C)cc2)N(C(=O)CC)n2c(C)nnc2S1 | -8
c1ccc2c(c1)CC1(CCCCC1)n1c(-c3ccncc3)nnc1-2 | -19
COc1ccc(Br)cc1CSc1nnnn1C1CC1 | -3
CCN(CC)S(=O)(=O)c1c(OC)cc(C)c(Cl)c1C | -3
CN(Cc1ccsc1)Cc1nc(Cc2cccc(C(F)(F)F)c2)no1 | 4
O=C(NC(=S)NC1=NCCS1)C(c1ccccc1)c1ccccc1 | 0
COc1ccc(C=C2C(=O)Nc3ccccc32)c(OC)c1 | -6
CC1CC(C)CN(C(=O)COC(=O)C(C)NC(=O)C(C)(C)C)C1 (stereo unspecified) | 3
CC(Oc1ccc(Cl)c(CO)n1)c1ccccc1 (stereo unspecified) | 1
Cn1c(CCNC(=O)c2ccccc2C2CCNC2)nc2ccccc21 (stereo unspecified) | -11
C=c1ccc(C)cc1=C1NN=C(NC(=O)CCSc2ccc(C)cc2)O1 | 6
Cc1c(C(=O)C(F)(F)F)c2ccccc2n1CC(N)=O | -25
Cc1ccccc1CN1CCC(CN(Cc2cccnc2)C(=O)c2cnn(C(C)C)c2)CC1 | -14
Clc1ccccc1Cn1cccc1CNC1CC1 | -22
O=S(=O)(c1ccc2c(c1)CCCC2)N(Cc1ccsc1)Cc1ccccn1 | -5
Clc1ccc(OCCn2c3ccccc3c3nc4ccccc4nc32)cc1 | -8
CCOC(=O)c1c(-c2ccc(F)cc2)cn2c1SCC2=O | -3
CCCn1c(C)c(CC(=O)NCc2nccn2CC)c2c1CC(C)(C)CC2=O | -12
COc1cc(C(=O)N2CCOC(c3ccccc3)C2)ccc1F (stereo unspecified) | -4
Cc1ccccc1-n1ccc2nc(N3CCOCC3)ncc2c1=O | -35
CCC[n+]1c2ccccc2cc2ccccc21 | -10
CCCCN(CC)C(=O)c1nc(N(CC)CC)ncc1Cl | -6
CC(C)(Oc1ccc(Cl)cc1)C(=O)N1CSCC1C(=O)O (stereo unspecified) | -1&2
CC(=O)c1cc(C(=O)N2CCC(CCC(=O)Nc3ccccc3)CC2)cs1 | -14&2
N#CC1C(=N)Oc2cc(N)ccc2C1C1CCCCC1 (stereo unspecified) | -2
CN(C)c1ccccc1C(=O)N1CCCC(CO)(Cc2cccc(Cl)c2)C1 (stereo unspecified) | -1
O=C(Cc1ccccc1O)N1CCn2nc(C(=O)N3CCCC3)cc2C1 | -2
CCOC(=O)CSc1nc(N)c2c3c(sc2n1)CCC3 | -11
CC(c1ccc2c(c1)OCCO2)N(C)Cc1ncccc1C(=O)O (stereo unspecified) | -4
COc1ccc(-n2nc(C(C)C)nc2CCN2CCCCC2)cc1 | 8
Cc1nn(C)c(Cl)c1C(=O)OC(C)C(=O)Nc1sccc1C(N)=O (stereo unspecified) | -11
CSC(C)(C)CNC(=O)NCCCc1nc(C)cs1 | -10
CC(=O)N1CCN(c2ncccc2CNC(=O)CCCc2cccs2)CC1 | -9
COc1cc(CC(=O)N(C)CC(=O)NC2CC2)cc(OC)c1OC | 2
Fc1ccc(CNc2ccn3nccc3n2)cc1 | -4
Cc1ccc(F)cc1S(=O)(=O)NCc1ccnc(N2CCCC2)c1 | -16
N=C(N)SCc1cn2ccccc2n1 | -5
CC(O)CCC(=O)NCCc1nc2ccccc2n1Cc1ccccc1 (stereo unspecified) | -8
O=C(NCc1cccnc1)N1CCN(S(=O)(=O)c2cccc([N+](=O)[O-])c2)CC1 | 4
CC(=O)N1CCC(Oc2ccc(Cl)cc2C(=O)N(C)Cc2nccs2)CC1 | 10

# (cont.)
structure | mcGAS RapidFire
Cc1cccc(C(C(=O)NCC2(CN3CCOCC3)CC2)N(C)C)c1 (stereo unspecified) | -12
CNC(=O)c1nn(CCOc2ccc(C)cc2)c(=O)c2ccccc12 | -2
CC(NC(=O)Nc1cccc2ccccc12)C(=O)N1CCCC1 (stereo unspecified) | -16
CC(C)OCCS(=O)(=O)N(C)Cc1ccc(C#N)cc1 | -1
O=C1NCC2(CCCN(c3nc4ccccc4s3)CC2)O1 (stereo unspecified) | 2
O=C(Cc1csc(-n2cccc2)n1)Nc1ccc(F)c(F)c1 | -1
CCC(c1ccccc1)N1CCN(CC(=O)NCCOC)CC1 (stereo unspecified) | -3
O=C1CN(Cc2ccccc2)C2(CCN(Cc3ccccn3)CC2)N1 | 12
CCCC1NC(=O)N(Cc2nsc(N(C)C)n2)C1=O (stereo unspecified) | -12
N#Cc1c(NC(=O)CN2CCN(Cc3cc(=O)n4ccsc4n3)CC2)sc2c1CCC2 | -12

# Random excerpt: 7 compounds from above, in no set order.
structure | mcGAS RapidFire
O=C1CN(Cc2ccccc2)C2(CCN(Cc3ccccn3)CC2)N1 | 12
CCCC1NC(=O)N(Cc2nsc(N(C)C)n2)C1=O (stereo unspecified) | -12
N#Cc1c(NC(=O)CN2CCN(Cc3cc(=O)n4ccsc4n3)CC2)sc2c1CCC2 | -12
Cc1cccc(C(C(=O)NCC2(CN3CCOCC3)CC2)N(C)C)c1 (stereo unspecified) | -12
CCC(c1ccccc1)N1CCN(CC(=O)NCCOC)CC1 (stereo unspecified) | -3
O=C(Cc1csc(-n2cccc2)n1)Nc1ccc(F)c(F)c1 | -1
CC(NC(=O)Nc1cccc2ccccc12)C(=O)N1CCCC1 (stereo unspecified) | -16

# Ordered by length of the SMILES (rising): part of the list above.
structure | mcGAS RapidFire
O=S(=O)(Nc1ccccc1Br)c1ccccc1Br | -5
O=C(c1cnc(-c2ccccc2F)s1)N1CCN(CCO)CC1 | -3
C=c1ccc(C)cc1=C1NN=C(NC(=O)CCSc2ccc(C)cc2)O1 | 6
CCOc1ccc(S(=O)(=O)n2nc(C)c(S(=O)(=O)N3CCC(C)CC3)c2C)cc1 | -7
CC(=O)Nc1ccc([C@@H]2C[C@H](NC(C)=O)C[C@H](Cc3ccccc3)O2)cc1 | -14

# (next part)
structure | mcGAS RapidFire
Cc1ccc(O)c(CN(Cc2ccc(F)cc2)CC2CCCO2)n1 (stereo unspecified) | -3
Cc1ccc(C(=O)COc2ccccc2C(=O)Nc2ccccc2)cc1 | -15
N#Cc1cc2c(=O)n3ccccc3nc2n(Cc2ccccn2)c1=N | -3
COC(=O)C1C(=O)c2c([nH]c(C(=O)OC3CCCC3C)c2C)CC1C (stereo unspecified) | -6
COc1ccc2cc(C(=O)NCC3CC3)c(C)nc2c1 | -2
Cc1ccc(CNC(=O)c2ccn(C)c(=O)c2)cc1F | -19

# Some of the compounds tested; count on the stated rates, not on these rows.
